H1N1 NS1A inhibition: H1N1 influenza NS1A inhibitors, functional cell based assay (AID 504329) | NS1A functional cell-based assay, percent inhibition; higher % means a stronger effect | inhibition, % at 12.5 µM, or IC50 in µM where a hit was titrated | hit rate 0.3% among 340,000; in the data active = a potency from the dose series; inconclusive = inhibition above about 27% without an active follow-up result; also: strong numbers were not always called active
tuberculosis growth: growth inhibition of non-replicating M. tuberculosis (AID 488890); Mycobacterium tuberculosis non-replicating, growth inhibition; higher % means a stronger effect; inhibition, % at 25 µM, or IC50 in µM where a hit was titrated; hit rate 0.39% among 320,000; in the data active = a potency from the dose series; inconclusive = inhibition mostly from about 82% at the one dose, without a potency; inactive = the rest, 99 in 100 with inhibition below about 76%;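 also: plate controls were DMSO cells for no effect and high antibiotic wells for full effect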
VEEV TC-83 Vero: inhibitors of VEEV TC-83 cytopathic effect, confirmation, Vero cells (AID 588727). Vero cells, VEEV TC-83 cytopathic effect inhibition; higher % means a stronger effect. inhibition, % at 20 µM; hits with a dose series show IC50 in µM. hit rate 0.13% among 350,000; in the data active = a potency from the dose series; inconclusive = inhibition mostly from about 14% at the one dose, without a potency; inactive = the rest, 99 in 100 with inhibition below about 12%; also: strong numbers were not always called active
PhoP GFP inhibition: Inhibition of PhoP regulon, Salmonella typhi GFP reporter cells, confirmation, 4 h (AID 1850). hit rate 0.33% among 310,000. Salmonella Typhi PhoP-promoter GFP reporter, fluorescence, 4 h; higher % means a stronger effect. inhibition, % at 50 µM, or IC50 in µM where a hit was titrated; in the data active = a potency from the dose series; inconclusive = inhibition mostly from about 25% at the one dose, without a potency; inactive = the rest, 99 in 100 with inhibition below about 19%;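 also: 0% = induced wells with vehicle and 100% = uninduced wells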
H37Rv inhibition: M. tuberculosis growth inhibition, HTS (AID 449762). M. tuberculosis H37Rv growth inhibition, 7H9 media; higher % means a stronger effect. one-dose inhibition, % at 25 µM; IC50 in µM for titrated hits. hit rate 0.59% among 330,000; in the data active = a potency from the dose series; inconclusive = inhibition above about 70% without an active follow-up result;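 also: bacterial growth assessed after seven days of incubation; strong numbers were not always called active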
VEEV TC-83 Vero 10K pilot screen: second read-out of VEEV TC-83 Vero, no call of its own (marks repeat the call); inhibition, %; measured here: 10K pilot screen inhibition
An asterisk follows results filed as active; i = inactive; u = inconclusive; x = no result given. No enrichment for hits (roughly 1.5% active in at least one column).

The opening 2 compounds as a preview:
SMILES	H1N1 NS1A inhibition	tuberculosis growth	VEEV TC-83 Vero	PhoP GFP inhibition	H37Rv inhibition	others
COc1ccc(-n2nc(C(=O)NCC(=O)N3CCN(Cc4ccc5c(c4)OCO5)CC3)c3ccccc3c2=O)cc1OC	-2%	29%	4.1%	8%	45%
Cc1ccccc1N(CC(=O)NCc1ccccc1)C(=O)CCC(=O)Nc1nccs1	9%	6%	1.2%	-2%	2%

This part in full, repeating the preview:
SMILES	H1N1 NS1A inhibition	tuberculosis growth	VEEV TC-83 Vero	PhoP GFP inhibition	H37Rv inhibition	others
COc1ccc(-n2nc(C(=O)NCC(=O)N3CCN(Cc4ccc5c(c4)OCO5)CC3)c3ccccc3c2=O)cc1OC	-2%	29%	4.1%	8%	45%
Cc1ccccc1N(CC(=O)NCc1ccccc1)C(=O)CCC(=O)Nc1nccs1	9%	6%	1.2%	-2%	2%
CCCCN(CC)c1nc(-c2ccncc2)nc2ccccc12	-17%	60%	5.4%	0%	67%
Nc1n[nH]c(S(=O)(=O)CCCc2ccccc2)n1	-6%	4%	2.2%	7%	-8%
CCC(=O)n1nc(NCc2ccc(OC)c(OC)c2)nc1NCc1ccc(OC)c(OC)c1	5%	25%	0.7%	3%	9%
COc1ccc(CNC(=O)Cn2ccc([N+](=O)[O-])n2)cc1OC	98%	-10%	1.3%	-9%	-8%
CC(C)c1nnc(NC(=O)c2c(O)c3cccc4c3n(c2=O)CCC4)s1	4%	1.2µM*	6.3%	2%	u
COc1cccc(N2CCN(S(=O)(=O)c3c(C)[nH]c(C)c3C(=O)N3CCCCC3)CC2)c1	10%	5%	2.5%	-11%	10%
Cn1c(NC(=O)CCC2CCCCC2)cc(=O)n(C)c1=O	8%	28%	4.5%	x	0%
COc1ccccc1N(C)S(=O)(=O)c1ccc(C(=O)N(CC(N)=O)C(C)C)cc1	10%	-3%	1.4%	2%	-4%
CC(=O)Nc1ccc(S(=O)(=O)N(C#N)c2nc(C)cc(C)n2)cc1	-11%	10%	i	-7%	-1%
Cc1cc(C)c(NC(=O)C2CC(=O)N(Cc3ccccc3)C2)c(C)c1 (stereo not given)	-1%	-3%	0.8%	-1%	-3%
O=C(COC(=O)Cn1cnc2ccccc21)Nc1ccc(F)c(F)c1	-11%	9%	2.4%	x	1%
Cc1cccc(C2NC(=O)c3ccccc3N2)c1 (stereo not given)	-24%	x	2.5%	x	x
CC12CC3CC(C1)CC(C(=O)NNC(=O)c1ccncc1)(C3)C2	-19%	-9%	2.0%	x	-3%
C/C(=N/NC(=O)CSc1ccccn1)c1ccc([N+](=O)[O-])cc1	4%	-17%	0.9%	-5%	7%
CC(=O)c1c(C)n(CCO)c2ccc(O)cc12	-5%	5%	0.3%	2%	2%
c1coc(CNc2nc3ccccc3n2CCN2CCOCC2)c1	2%	6%	i	8%	1%
O=C(NCCCN1CCOCC1)c1cc2ccccc2cc1O	-13%	2%	1.2%	-3%	-8%
Oc1ccc(O)c2c1C1c3ccccc3C2c2ccccc21	x	u	x	3%	-8%
O=C(O)c1sc2cc(C(F)(F)F)cnc2c1-c1ccccn1	5%	-16%	1.4%	4%	-2%
Cc1ccc(NC(=O)CO/N=C(\N)c2nonc2N)cc1C	-3%	-12%	i	2%	3%
O=C(NCC1CCN(C(=O)c2c(F)c(F)c(F)c(F)c2F)CC1)c1c(F)c(F)c(F)c(F)c1F	-5%	2%	3.7%	-1%	3%
CCCCNC(=O)C1CC(c2cccc([N+](=O)[O-])c2)=NO1 (stereo not given)	4%	-25%	i	4%	2%
O=C(NNC(=O)c1ccc2c(=O)n3c(nc2c1)CCC3)c1ccc(Cl)cc1	-10%	-3%	4.3%	x	-1%
C=CCn1c(SCC(O)Cn2c3ccccc3c3ccccc32)nnc1-c1ccco1 (stereo not given)	1%	34%	6.4%	-7%	3%
Cc1ccc2c(c1)oc(=O)n2CC(=O)c1ccccc1	-21%	7%	1.9%	1%	3%
O=C(Cn1cc(C(F)(F)F)ccc1=O)N/N=C/c1ccc(F)cc1	2%	19%	0.5%	-15%	5%
COc1ccc(NC(=O)C(C)(C)Oc2ccc(Cl)cc2)cn1	-11%	4%	5.7%	x	2%
COc1cc(C(=O)NCC(c2cccnc2)N2CCN(C)CC2)cc(OC)c1OC (stereo not given)	12%	-5%	0.9%	-1%	0%
CN=Cc1nc(-c2ccccc2)oc1O	5%	x	1.3%	2%	7%
O=C1OCC2=C1C(c1ccc(Cl)cc1)c1cc3c(cc1O2)OCO3 (stereo not given)	9%	x	6.9%	x	x
CC(C)(C)S(=O)N1Cc2ccc(CO)cc2[C@@H]1CCO (stereo not given in full)	-10%	x	i	x	x
NC(=O)C1CCN(C(=O)CSc2nc3ccccc3[nH]2)CC1	-4%	0%	i	4%	-11%	VEEV TC-83 Vero 10K pilot screen=1.9
CCN(Cc1ccccc1)S(=O)(=O)c1cc(C(=O)OC)n(C)c1	-5%	50%	0.4%	-9%	-8%
O=C(Cc1ccccc1Cl)c1ccccc1	-4%	x	i	x	x
Cc1ccc(COC(=O)Cc2coc3cc(O)ccc23)cc1	12%	65%	0.7%	11%	5%
COc1ccc(C(=O)n2c(N)nc3ccccc32)cc1OC	-9%	22%	2.4%	-4%	44%
CN1CCC(OC(=O)c2ccc(Br)cc2)CC1	-4%	-9%	i	65µM*	-3%
COc1ccc(OC)c(-c2nn(-c3ccccc3)cc2C(=O)NCC(c2cccs2)N2CCOCC2)c1 (stereo not given)	-7%	8%	5.6%	0%	11%
CCOc1ccc(NC(=O)CN(C)C(=O)c2cccc3ccccc23)cc1OCC	-17%	x	8.4%	x	x
COC(=O)c1ccc(CNC(=O)c2ccc3c(c2)OCCO3)cc1	-8%	10%	1.1%	10%	-1%
O=C(CSc1nnnn1-c1cccc(O)c1)NC1CC1	-1%	-9%	1.2%	-7%	-9%
CCC(C)C(=O)OC1CCC=C2C=CC(C)C(CCC3CC(O)CC(=O)O3)C21 (stereo not given)	11%	x	8.5%	x	x
Cc1ccc(/C=C2\SC(N3CCCC3)=NC2=O)cc1	x	6.2µM*	x	20%	0.38µM*
COC(=O)c1ccc(OCCCCN(C)Cc2ccccc2)cc1	-1%	28%	i	0%	6%
CN1CCc2nc(NC(=O)c3cccc(S(=O)(=O)N4CCc5ccccc54)c3)sc2C1	5%	20%	1.4%	-2%	5%
Cc1cc(=O)[nH]c2c1c(C)nn2C1CCCC1	5%	-2%	0.1%	-8%	-10%
CC1CC1C(=O)OCC(=O)NCc1ccc(Cl)cc1Cl (stereo not given)	-7%	34%	2.0%	7%	-9%
CC(=O)NC1C(=O)N=C(SCC(=O)Nc2sc3c(c2C#N)CCCCCC3)NC1=O (stereo not given)	-5%	5%	2.8%	5%	5%
CCC(C)(O)C(=O)N[C@H]1CCCN1C(=O)/C=C/c1ccccc1 (stereo not given in full)	-2%	0%	0.5%	x	1%	VEEV TC-83 Vero 10K pilot screen=0.0
CC(C)(CNC(=O)c1ccc(S(=O)(=O)Nc2ccccc2F)cc1)N1CCOCC1	-14%	-4%	0.7%	7%	-7%
O=C(Nc1ccccc1)c1ccc[n+](Cc2ccc([N+](=O)[O-])cc2)c1	30%	29%	i	2%	10%
CN(Cc1ccccc1)C(=O)C1CCN(S(=O)(=O)c2cccc3nonc23)CC1	-8%	-2%	2.0%	8%	8%
O=C(CS(=O)(=O)Cc1ccccc1)Nc1nnc(C2CCCCC2)s1	-3%	32%	i	-11%	11%
COCc1cc(=O)[nH]c2cc(NC(=O)C(F)(F)F)c(C)cc12	7%	4%	1.3%	6%	27%
O=C(c1ccccn1)N1CCCC(N2CCN(c3ccccc3)CC2)C1 (stereo not given)	3%	-7%	i	2%	5%
NS(=O)(=O)c1cccc(NC(=O)CSc2nc3nc(-c4cccs4)cc(C(F)(F)F)c3c(=O)[nH]2)c1	-19%	4%	1.5%	5%	-19%
COc1ccc(Br)cc1/C=N/n1c(C)nnc1C	-21%	20%	0.2%	3%	-8%
CC1CCCCC12NC(=O)N(CC(=O)N1CCN(S(=O)(=O)Cc3ccccc3)CC1)C2=O (stereo not given)	-8%	-10%	0.9%	x	3%

Sorted by number of heavy atoms (rising): some entries from above.
SMILES	H1N1 NS1A inhibition	tuberculosis growth	VEEV TC-83 Vero	PhoP GFP inhibition	H37Rv inhibition	others
Cc1cc(=O)[nH]c2c1c(C)nn2C1CCCC1	5%	-2%	0.1%	-8%	-10%
COc1ccc(Br)cc1/C=N/n1c(C)nnc1C	-21%	20%	0.2%	3%	-8%
Cc1ccc(/C=C2\SC(N3CCCC3)=NC2=O)cc1	x	6.2µM*	x	20%	0.38µM*
CC1CC1C(=O)OCC(=O)NCc1ccc(Cl)cc1Cl (stereo not given)	-7%	34%	2.0%	7%	-9%
COCc1cc(=O)[nH]c2cc(NC(=O)C(F)(F)F)c(C)cc12	7%	4%	1.3%	6%	27%
COC(=O)c1ccc(OCCCCN(C)Cc2ccccc2)cc1	-1%	28%	i	0%	6%
O=C(Nc1ccccc1)c1ccc[n+](Cc2ccc([N+](=O)[O-])cc2)c1	30%	29%	i	2%	10%
O=C(c1ccccn1)N1CCCC(N2CCN(c3ccccc3)CC2)C1 (stereo not given)	3%	-7%	i	2%	5%
CN(Cc1ccccc1)C(=O)C1CCN(S(=O)(=O)c2cccc3nonc23)CC1	-8%	-2%	2.0%	8%	8%
CC(=O)NC1C(=O)N=C(SCC(=O)Nc2sc3c(c2C#N)CCCCCC3)NC1=O (stereo not given)	-5%	5%	2.8%	5%	5%
CN1CCc2nc(NC(=O)c3cccc(S(=O)(=O)N4CCc5ccccc54)c3)sc2C1	5%	20%	1.4%	-2%	5%
CC1CCCCC12NC(=O)N(CC(=O)N1CCN(S(=O)(=O)Cc3ccccc3)CC1)C2=O (stereo not given)	-8%	-10%	0.9%	x	3%
NS(=O)(=O)c1cccc(NC(=O)CSc2nc3nc(-c4cccs4)cc(C(F)(F)F)c3c(=O)[nH]2)c1	-19%	4%	1.5%	5%	-19%

Later entries
SMILES	H1N1 NS1A inhibition	tuberculosis growth	VEEV TC-83 Vero	PhoP GFP inhibition	H37Rv inhibition	others
O=c1c2c3c(sc2ncn1/N=C/c1cccnc1)CCCC3	5%	35%	0.9%	-7%	6%
COc1ccc(OCC(O)CNS(=O)(=O)c2cccc(Cl)c2)cc1 (stereo not given)	x	-2%	3.9%	7%	6%
O=C(Nc1cccc(F)c1)c1ccc(S(=O)(=O)NCC2CCCO2)cc1 (stereo not given)	1%	-1%	1.7%	-4%	6%
CCOC(=O)c1nnn(-c2nonc2N)c1COc1ccc(F)cc1	0%	0%	0.6%	4%	6%
Cc1ccsc1/C=N/NC(=O)C(N)=O	-6%	6%	0.1%	4%	-2%
O=C(NNC(=O)c1ccccc1C(=O)O)c1ccc(O)cc1	-4%	6%	i	2%	0%
COc1ccc(CC(=O)NCc2nnc(SCC(=O)Nc3nccs3)n2-c2ccccc2)cc1	2%	-3%	0.2%	8%	-1%
Cc1cc(C)cc(Oc2ccccc2C=O)c1	-7%	-16%	8.4%	2%	4%
CC1(C(=O)OCC(=O)Nc2ncc(Cl)cc2Cl)CC1(Cl)Cl (stereo not given)	5%	x	0.5%	x	x
CCOc1ccccc1N1CCN(C(=O)c2ccc(Cl)c(S(=O)(=O)N3CCCCC3)c2)CC1	-4%	x	11%	x	x
Cn1c(SCC(=O)Nc2cccc(Br)c2)nnc1-c1cc2ccccc2o1	-1%	-2%	i	-34%	3%
CCc1noc(C)c1C(=O)N(Cc1ccccc1)c1c(N)n(CCOC)c(=O)[nH]c1=O	0%	-4%	1.0%	-4%	-2%
O=C(CCS(=O)(=O)c1ccc2c(c1)NC(=O)CS2)NCc1cccs1	3%	3%	1.3%	-3%	-5%
COc1cccc(-c2nc3ccc(N4CCN(C)CC4)cc3[nH]2)c1	3%	u	1.8%	20%	-3%
CS(=O)(=O)c1ccc(C(=O)Nc2ccc(N3CCCC3)cc2)c(Cl)c1	4%	1%	0.6%	-2%	3%
COc1ccc(OCC(=O)Nc2ccc3c(c2)nc(CCN2CCCCC2)n3C)cc1	-8%	25%	4.9%	-12%	-5%
COc1cc(CO)ccc1OCC(=O)N1CCc2ccccc21	-1%	10%	3.9%	-4%	-5%
Nc1ccc(C(=O)N/N=C/c2ccccc2)cc1	3%	4%	2.7%	10%	-10%
CC1=NOC(=O)/C1=C/c1ccc2c(c1)OCO2	-13%	9%	1.5%	-52%	12%
COc1ccc(NC(=O)CCCSc2ccccc2)cc1	-10%	72%	i	-6%	67%
Cc1cccc(-c2cnn(-c3cccc([N+](=O)[O-])c3)c2N)c1	4%	2%	0.3%	5%	32%	VEEV TC-83 Vero 10K pilot screen=5.3
Cn1c(=O)c2c(nc(NCCCO)n2Cc2cccc(Br)c2)n(C)c1=O	-3%	7%	i	2%	11%
Cc1ccc(Nc2c(-c3ccccc3)nc3cnccn23)cc1	-1%	10%	1.5%	3%	0%
